MPTP block: blocks calcium-induced mitochondrial swelling. isolated mouse mitochondria, Ca2+ swelling absorbance, 30 min. inhibition, % at 10 µM. 360,000 compounds, 1.4% hits. AID 602449;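 active means inhibition of 50% or more, scaled per plate between neutral and stimulator controls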;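 further: 0% = DMSO wells given calcium and 100% = 1 mM EGTA wells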
CXCR6 block: inhibitors of human CXCR6 receptor; O00574; CHO-K1 PathHunter CXCR6 beta-arrestin, luminescence; inhibition, % at 20 µM; 360,000 compounds, 0.36% hits; in the data active means inhibition above about 34%, passing the limit was not always enough;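 further: antagonist mode with CXCL16 agonist at 10 nM final; 0% = 10 nM CXCL16 with DMSO and 100% = unstimulated wells without agonist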
CCR6 antagonist: antagonists of human CCR6 receptor | P51684 | 340,000 compounds, 0.49% hits | AID 493098 | inhibition, % at 20 µM | CHO-K1 CCR6 PathHunter beta-arrestin, luminescence, CCL20-stimulated;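 active means compounds whose inhibition of the agonist-driven luminescence signal at 20 µM reaches about 50%, limit read from the data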;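 further: cells stimulated with CCL20 at 14 nM final; plate controls were DMSO with CCL20 for no effect and DMSO without agonist for full effect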
Target sequence (P51684 whole entry, looked up): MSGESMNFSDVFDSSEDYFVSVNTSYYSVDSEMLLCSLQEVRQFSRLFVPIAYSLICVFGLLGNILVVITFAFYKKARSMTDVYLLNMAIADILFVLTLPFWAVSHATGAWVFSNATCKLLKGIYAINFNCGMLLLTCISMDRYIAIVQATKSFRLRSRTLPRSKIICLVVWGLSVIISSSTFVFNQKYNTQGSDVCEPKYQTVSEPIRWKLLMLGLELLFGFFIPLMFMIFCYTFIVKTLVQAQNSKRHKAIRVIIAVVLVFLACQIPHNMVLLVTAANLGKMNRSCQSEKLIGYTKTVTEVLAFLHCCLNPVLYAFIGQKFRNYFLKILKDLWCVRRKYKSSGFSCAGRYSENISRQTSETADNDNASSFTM
Gli-Sufu block: blocks Gli-Sufu signaling in a luciferase reporter | Sufu-KO-LIGHT fibroblasts, Gli luciferase reporter luminescence | inhibition, % at 5 µM | 340,000 compounds, 0.74% hits;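 active means inhibition above about 55%, limit read from the data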;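 further: 0% = DMSO-treated cells and 100% = wells with medium but no cells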
EBI2 block: antagonists of human EBI2 receptor | P32249 | EBI2 beta-arrestin recruitment, luminescence, 7a,25-OHC stimulated | inhibition, % at 5 µM | 360,000 compounds, 0.81% hits | AID 651636; in the data active means inhibition above about 38%;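 further: enzyme fragment complementation signal reports receptor beta-arrestin coupling in cells; 0% = agonist plus DMSO wells and 100% = wells without agonist; some results beyond the cut were filed as inactive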
A3G deaminase: APOBEC3G (human) deaminase inhibition. Q9HC16. recombinant A3G, ssDNA deamination FAM/TAMRA fluorescence. inhibition, % at 20 µM. 330,000 compounds, 0.28% hits;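 active means inhibition of at least 40% at 20 µM, with no more than 30% in the related APOBEC3A deaminase screen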;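 further: plate controls were DMSO wells with A3G for no effect and wells lacking A3G enzyme for full effect; some compounds called inactive have numbers as strong as hits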
Target sequence (Q9HC16 whole entry, looked up): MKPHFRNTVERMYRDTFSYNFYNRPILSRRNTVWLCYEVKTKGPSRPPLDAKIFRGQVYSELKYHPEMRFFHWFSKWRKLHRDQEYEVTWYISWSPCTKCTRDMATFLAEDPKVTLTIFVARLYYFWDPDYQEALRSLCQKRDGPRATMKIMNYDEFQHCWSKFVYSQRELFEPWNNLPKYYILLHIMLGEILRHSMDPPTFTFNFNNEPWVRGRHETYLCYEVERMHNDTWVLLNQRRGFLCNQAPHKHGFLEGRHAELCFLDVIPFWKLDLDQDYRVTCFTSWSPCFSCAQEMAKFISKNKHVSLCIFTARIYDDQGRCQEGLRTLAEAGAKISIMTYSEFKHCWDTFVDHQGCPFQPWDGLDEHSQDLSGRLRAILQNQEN
NR3A LBD binder: modulates the human NR3A ligand-binding domain | AID 1259313 | Tm shift relative to glycine control, % at 25 µM | 340,000 compounds, 2.5% hits | NR3A LBD differential scanning fluorimetry, Tm shift; 0% = protein alone, 100% = glycine-bound protein;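 active means melting temperature shift of at least 10% of the positive control shift, at one fixed dose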
APOBEC3A inh: inhibitors of human APOBEC3A DNA deaminase; P31941; recombinant A3A, FAM/TAMRA ssDNA deamination fluorescence; inhibition, % at 20 µM; 330,000 compounds, 0.41% hits;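 active means at least 40% inhibition at 20 µM here, with at most 30% in a related deaminase screen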;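 further: plate controls were A3A with DMSO for no effect and wells lacking A3A enzyme for full effect; some results filed as inactive read as strong as hits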
Target sequence (P31941 whole entry, looked up): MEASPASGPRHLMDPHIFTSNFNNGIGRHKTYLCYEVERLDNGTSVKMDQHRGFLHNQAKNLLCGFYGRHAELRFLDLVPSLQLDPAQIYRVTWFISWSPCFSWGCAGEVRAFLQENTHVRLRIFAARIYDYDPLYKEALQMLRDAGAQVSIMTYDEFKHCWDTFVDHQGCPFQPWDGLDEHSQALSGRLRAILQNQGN
* marks the source's active call; other numbers are inactive results. Outcome played no part in choosing rows. About 5.8% of those tested had a hit in this group.

For Cc1ccc2nc(SCC(=O)Nc3ccc4c(c3)CCC4)[nH]c2c1 the results were MPTP block 24, CXCR6 block -4, CCR6 antagonist -1, Gli-Sufu block -7, EBI2 block 13, A3G deaminase -5, NR3A LBD binder 0 and APOBEC3A inh 0.
`O=C(N/C(=C/c1ccc2c(c1)OCO2)C(=O)N1CCOCC1)c1cccs1` gave MPTP block -0.4, CXCR6 block -6, CCR6 antagonist -4, Gli-Sufu block -10, EBI2 block -4, A3G deaminase 2, NR3A LBD binder 1 and APOBEC3A inh 5.
Screening COC(=O)[C@H](CCSC)NC(=O)NCCc1ccccc1F returned MPTP block -2.5, CXCR6 block 3, CCR6 antagonist 3, Gli-Sufu block 2, EBI2 block -8, A3G deaminase -2, NR3A LBD binder 0 and APOBEC3A inh 4.
`COc1cccc(N/N=C/c2cccc(Br)c2O)c1` gave MPTP block 12, CXCR6 block -7, CCR6 antagonist 11, Gli-Sufu block 6, EBI2 block -13, A3G deaminase 17, NR3A LBD binder 9 and APOBEC3A inh 0.
`Cc1ccccc1NC(=O)CCCSc1nc2ccccc2s1` gave MPTP block 12, CXCR6 block -2, CCR6 antagonist -17, Gli-Sufu block 5, EBI2 block -6, A3G deaminase -2, NR3A LBD binder -1 and APOBEC3A inh -3.
O=S(=O)(Cc1ccccc1)C(CCCc1ccccc1)S(=O)(=O)Cc1ccccc1 was read as MPTP block -0.7, CXCR6 block 10, CCR6 antagonist 13, Gli-Sufu block -28, EBI2 block 26 and NR3A LBD binder -3.
For O=C(Nc1cccc(-c2cc3ccccc3oc2=O)c1)c1ccc(Br)o1 the results were MPTP block 0.7, CXCR6 block 0, CCR6 antagonist 10, Gli-Sufu block 1, EBI2 block 3, A3G deaminase -4, NR3A LBD binder -10 and APOBEC3A inh -1.
CCc1cc(Br)ccc1NC(=S)NCCc1ccccc1 was read as MPTP block 37, CXCR6 block 14, CCR6 antagonist 28, Gli-Sufu block -3, EBI2 block 1, A3G deaminase -4, NR3A LBD binder -3 and APOBEC3A inh 0.
For Cc1ccn2nc(C(=O)OCC(=O)N(CC(C)C)C3CCS(=O)(=O)C3)nc2n1 (centres undefined) the results were MPTP block -0.3, CXCR6 block 5, CCR6 antagonist 1, Gli-Sufu block -5, EBI2 block 1, A3G deaminase -8, NR3A LBD binder 0 and APOBEC3A inh -4.
Screening CN1CCc2c(sc(N)c2C(=O)c2ccc(Cl)cc2)C1 returned MPTP block 0.4, CXCR6 block -2, CCR6 antagonist 0, Gli-Sufu block 2, EBI2 block 0, A3G deaminase -14, NR3A LBD binder 0 and APOBEC3A inh -3.
`CCn1cc(C(=O)O)c(=O)c2cnc(N3CCN(C(=S)Nc4ccccc4)CC3)nc21` gave MPTP block 4.0, CXCR6 block -4, CCR6 antagonist 9, Gli-Sufu block 4, EBI2 block -12, A3G deaminase 3, NR3A LBD binder 1 and APOBEC3A inh 1.
For O=C(N/N=C1\CCCc2ccccc21)c1ccc([N+](=O)[O-])cc1Cl the results were MPTP block 0.4, CXCR6 block -10, CCR6 antagonist -10, Gli-Sufu block -10, EBI2 block -1, A3G deaminase -3, NR3A LBD binder 0 and APOBEC3A inh -2.
For Cc1ccc(-c2nn(-c3ccccc3)cc2C(=O)NC2CCC(O)CC2)cc1 (centres undefined) the results were MPTP block -0.6, CXCR6 block 2, CCR6 antagonist -5, Gli-Sufu block -6, EBI2 block 10, A3G deaminase -6, NR3A LBD binder -2 and APOBEC3A inh -1.
`CC(=O)c1cccc(NS(=O)(=O)c2ccc(N/C=C\C(=O)c3ccc(C)cc3)cc2)c1` gave MPTP block 106*, CXCR6 block 2, CCR6 antagonist 3, Gli-Sufu block 44, EBI2 block 2, A3G deaminase -2, NR3A LBD binder 7 and APOBEC3A inh -4.
`CC(C)CC(=O)Nc1ccc(S(=O)(=O)NCc2ccco2)cc1` gave MPTP block 3.2, CXCR6 block -6, CCR6 antagonist 6, Gli-Sufu block -4, EBI2 block 7, A3G deaminase -5, NR3A LBD binder 0 and APOBEC3A inh 3.
CCC1CCCCN1C(=O)CSC1=NN2CCCC(=O)N=C2S1 (centres undefined) was read as MPTP block 1.5, CXCR6 block -3, CCR6 antagonist 10, Gli-Sufu block 12, EBI2 block 4, A3G deaminase -6, NR3A LBD binder -3 and APOBEC3A inh 0.
C=CCc1cccc2cc(C(=O)NCc3cccnc3)c(=O)oc12 was read as MPTP block 1.4, CXCR6 block 0, CCR6 antagonist -1, Gli-Sufu block -6, EBI2 block -16, A3G deaminase 4, NR3A LBD binder -3 and APOBEC3A inh 5.
Screening COc1ccc2c(CC(=O)OCC(=O)NC(N)=O)coc2c1 returned MPTP block 1.0, CXCR6 block 2, CCR6 antagonist 4, Gli-Sufu block 2, EBI2 block -1, A3G deaminase 2, NR3A LBD binder -1 and APOBEC3A inh 10.
COc1ccc(/C=C/C(=O)OCC(=O)N2CC(=O)Nc3ccccc32)cc1S(=O)(=O)N1CCOCC1 was read as MPTP block 2.4, CXCR6 block -4, CCR6 antagonist 4, Gli-Sufu block -4, EBI2 block -9, A3G deaminase -5, NR3A LBD binder -2 and APOBEC3A inh 2.
Cc1nn(CC(=O)NCCC2=CCCCC2)c(C)c1S(=O)(=O)N(C)C was read as MPTP block -1.6, CXCR6 block -4, CCR6 antagonist 10, Gli-Sufu block -5, EBI2 block 4, A3G deaminase -7, NR3A LBD binder 3 and APOBEC3A inh -6.

Arranged by formula weight (low to high): 6 of the compounds above
Screening COc1ccc2c(CC(=O)OCC(=O)NC(N)=O)coc2c1 returned MPTP block 1.0, CXCR6 block 2, CCR6 antagonist 4, Gli-Sufu block 2, EBI2 block -1, A3G deaminase 2, NR3A LBD binder -1 and APOBEC3A inh 10.
Screening CN1CCc2c(sc(N)c2C(=O)c2ccc(Cl)cc2)C1 returned MPTP block 0.4, CXCR6 block -2, CCR6 antagonist 0, Gli-Sufu block 2, EBI2 block 0, A3G deaminase -14, NR3A LBD binder 0 and APOBEC3A inh -3.
`CC(C)CC(=O)Nc1ccc(S(=O)(=O)NCc2ccco2)cc1` gave MPTP block 3.2, CXCR6 block -6, CCR6 antagonist 6, Gli-Sufu block -4, EBI2 block 7, A3G deaminase -5, NR3A LBD binder 0 and APOBEC3A inh 3.
CCc1cc(Br)ccc1NC(=S)NCCc1ccccc1 was read as MPTP block 37, CXCR6 block 14, CCR6 antagonist 28, Gli-Sufu block -3, EBI2 block 1, A3G deaminase -4, NR3A LBD binder -3 and APOBEC3A inh 0.
For Cc1ccc(-c2nn(-c3ccccc3)cc2C(=O)NC2CCC(O)CC2)cc1 (centres undefined) the results were MPTP block -0.6, CXCR6 block 2, CCR6 antagonist -5, Gli-Sufu block -6, EBI2 block 10, A3G deaminase -6, NR3A LBD binder -2 and APOBEC3A inh -1.
`O=C(N/C(=C/c1ccc2c(c1)OCO2)C(=O)N1CCOCC1)c1cccs1` gave MPTP block -0.4, CXCR6 block -6, CCR6 antagonist -4, Gli-Sufu block -10, EBI2 block -4, A3G deaminase 2, NR3A LBD binder 1 and APOBEC3A inh 5.

Next section:
For COc1ccc(CNC(=O)Nc2ccc(C)cc2)cc1 the results were MPTP block -2.7, CXCR6 block 2, CCR6 antagonist 4, Gli-Sufu block -27, EBI2 block -13, A3G deaminase 4, NR3A LBD binder 3 and APOBEC3A inh -2.
`CC(/C=N/n1c(COc2ccccc2)n[nH]c1=S)=C\c1ccco1` gave MPTP block 3.2, CXCR6 block -1, CCR6 antagonist 9, Gli-Sufu block -2, EBI2 block -12, A3G deaminase 26, NR3A LBD binder 4 and APOBEC3A inh 0.
Screening CCCCN(C(=S)NC(=O)c1cc(OC)c(OC)c(OC)c1)c1c(N)n(Cc2ccccc2)c(=O)[nH]c1=O returned MPTP block 0.3, CXCR6 block 0, CCR6 antagonist 8, Gli-Sufu block 2, EBI2 block 4, A3G deaminase -3, NR3A LBD binder -2 and APOBEC3A inh -1.
For CCn1c(SCC(=O)NNC(=O)c2ccc(OC)cc2)nnc1C(C)C the results were MPTP block -2.8, CXCR6 block 0, CCR6 antagonist -4, Gli-Sufu block 9, EBI2 block 13, A3G deaminase -12, NR3A LBD binder -3 and APOBEC3A inh -3.
`C=C(C)c1nc2cc(OC)c(OC)cc2c(=O)o1` gave MPTP block -2.3, CXCR6 block -2, CCR6 antagonist 15, Gli-Sufu block 4, EBI2 block 2, A3G deaminase -6, NR3A LBD binder 0 and APOBEC3A inh -4.
`Cc1ccc(C)c(OCCC(=O)N(C)CC(=O)Nc2c(C)cccc2C)c1` gave MPTP block 0.9, CXCR6 block -2, CCR6 antagonist 5, Gli-Sufu block -1, EBI2 block 11, A3G deaminase -1, NR3A LBD binder 0 and APOBEC3A inh 26.
O=C1C(=Cc2cccn2-c2ccccc2)C(=O)c2ccccc21 was read as MPTP block 0.4, CXCR6 block 5, CCR6 antagonist -5, Gli-Sufu block 0, EBI2 block 2 and NR3A LBD binder 3.
Screening CC1CN(Cc2nc3c(c(=O)[nH]c(=O)n3C)n2CCN2CCOCC2)CC(C)O1 (centres undefined) returned MPTP block -1.5, CXCR6 block -4, CCR6 antagonist -2, Gli-Sufu block -1, EBI2 block 6, A3G deaminase -6, NR3A LBD binder 1 and APOBEC3A inh -4.
Screening O=C(Nc1ccc(Cl)cc1F)c1ccc(-n2cncn2)cc1 returned MPTP block -1.7, CXCR6 block 1, CCR6 antagonist -4, Gli-Sufu block -31, EBI2 block 15, A3G deaminase -6, NR3A LBD binder -2 and APOBEC3A inh -2.
Cn1ncc(Cl)c1C(=O)N1CCN(S(=O)(=O)c2cccs2)CC1 was read as MPTP block -0.1, CXCR6 block -6, CCR6 antagonist -12, Gli-Sufu block -3, EBI2 block -6, A3G deaminase -2, NR3A LBD binder -1 and APOBEC3A inh 0.
`CC1(c2ccc3c(c2)OCO3)NC(=O)N(CC(=O)Nc2ccccc2)C1=O` (centres undefined) gave MPTP block 0.1, CXCR6 block -11, CCR6 antagonist 16, Gli-Sufu block -12, EBI2 block 2, A3G deaminase -6, NR3A LBD binder 0 and APOBEC3A inh 3.
Screening O=[N+]([O-])c1nn(-c2ccc(Cl)cc2)n(O)c1=NCc1ccncc1 returned MPTP block 13, CXCR6 block -35, CCR6 antagonist -10, Gli-Sufu block 23, EBI2 block -2, A3G deaminase -1, NR3A LBD binder 0 and APOBEC3A inh 1.
COc1ccc(C(=O)O)c(OC)n1 was read as MPTP block 0.8, CXCR6 block -5, CCR6 antagonist 5, Gli-Sufu block 2, EBI2 block -6, A3G deaminase -3, NR3A LBD binder 0 and APOBEC3A inh -5.
Screening CCOC(=O)/C(C(N)=NCCO)=C(/O)c1ccccc1 returned MPTP block 1.4, CXCR6 block -1, CCR6 antagonist 0, Gli-Sufu block 0, EBI2 block -9, A3G deaminase -9, NR3A LBD binder -3 and APOBEC3A inh 0.
For CCn1c(CCNC(=O)c2ccc(Cl)cc2)nnc1SCC(=O)NC1CCCC1 the results were MPTP block -1.9, CXCR6 block -8, CCR6 antagonist 13, Gli-Sufu block -7, EBI2 block -4, A3G deaminase 4, NR3A LBD binder 2 and APOBEC3A inh 3.
CCOC(=O)N1CCN(C(=O)CN(c2ccc(C)cc2)S(=O)(=O)c2c(C)noc2C)CC1 was read as MPTP block -0.3, CXCR6 block 2, CCR6 antagonist -10, Gli-Sufu block 0, EBI2 block -10, A3G deaminase -5, NR3A LBD binder 0 and APOBEC3A inh -4.
For C=CCn1c(COc2ccc(F)cc2)nnc1SCC(=O)N1CC(=O)Nc2ccccc21 the results were MPTP block 2.8, CXCR6 block -9, CCR6 antagonist -7, Gli-Sufu block 47, EBI2 block 1, A3G deaminase -3, NR3A LBD binder 2 and APOBEC3A inh 4.
For Cc1cccc(C)c1NC(=O)CC(C)c1ccccc1 (centres undefined) the results were MPTP block -2.3, CXCR6 block -2, CCR6 antagonist -4, Gli-Sufu block -4, EBI2 block 4, A3G deaminase -4, NR3A LBD binder -1 and APOBEC3A inh -4.
